From PubChem BioAssay
Growth percent in the NCI-60 one-dose screen (48 h, 10 µM unless noted): 100 = growth as untreated, 0 = no growth, -100 = all killed.
OVCAR-3 = OVCAR-3 ovarian cancer | 7% of 79,000 active | AID 1794787
ACHN = ACHN renal cancer; 4.9% of 81,000 active
CAKI-1 = CAKI-1 renal cancer. 4.7% of 75,000 active
OVCAR-8 = OVCAR-8 ovarian cancer | AID 1794782 | 4.4% of 81,000 active
OVCAR-5 = OVCAR-5 ovarian cancer. 2.9% of 82,000 active. AID 1794783
RXF 393 = RXF 393 renal cancer cells; 6.9% of 77,000 active; AID 1794773
TK-10 = TK-10 renal cancer cells; 3.9% of 81,000 active
A498 = A498 renal cancer cells | 5.4% of 76,000 active
* hit, by the source's call; nt = no result given; [ ] = another dose, or the depositor's remark. Rule for the calls: active = growth percent below 10; inactive = the rest. The list is partial; the hit share may differ from the screen's.

Values run as follows: OVCAR-3	ACHN	CAKI-1	OVCAR-8	OVCAR-5	RXF 393	TK-10	A498
- Cc1ccc(C)c(-n2c(-c3ccc(Br)cc3)csc2=NC(=O)c2ccccc2F)c1
    75	53	76	65	112	82	116	81
- COc1ccc2cc(C(=O)c3ccccc3)c(=O)oc2c1
    106	108	100	95	108	nt	105	77
- CCc1ccc(OCCO)c(Cl)c1
    101	103	95	99	100	109	94	96
- CS(=O)(=O)c1ccc(-c2nc3ccccc3n2CC(=O)N/N=C/c2ccc(F)cc2)cc1
    99	92	82	104	99	111	92	104
- O=C(O)C1=C2C(=O)Nc3cccc(c32)C2(C1)C(=O)Nc1ccccc12 (stereo not drawn)
    128	114	87	110	112	108	124	nt
- Cc1ccc(CNC(=O)Nc2ccc3cc4ccc(NC(=O)NCc5ccc(C)cc5)cc4nc3c2)cc1
    103	106	89	70	109	94	122	nt
- N#CC1=C(N)Oc2c(cnn2-c2ccc([N+](=O)[O-])cc2[N+](=O)[O-])C1c1ccc(N2CCCCC2)cc1 (stereo not drawn)
    109	86	79	92	93	85	130	69
- Nc1nc(NS(=O)(=O)c2ccc(Cl)cc2)ncc1-c1nc2ccccc2[nH]1
    104	105	98	101	104	122	116	71
- O=C(N/N=C/c1c(Cl)cccc1Cl)c1ccccc1Nc1cccc(C(F)(F)F)c1
    104	102	96	103	105	nt	nt	-5.8*
- CCOC(=O)c1cc2oc(/C=C/c3cc(=O)c4cc(Cl)ccc4o3)cc2[nH]1
    72	98	79	105	89	58	113	115
- CCOC(=O)/C(C#N)=C/Nc1ccc(Cl)nc1Cl
    106	107	103	95	116	104	92	81
- O=C(O)c1cc2oc3ccccc3c2cc1O
    101	102	86	101	99	121	102	96
- CCCC(CC)Sc1nc2c([nH]1)c(=S)n(C)c(=O)n2C (stereo not drawn)
    78	98	71	97	104	107	108	80
- CC1NCCC[C@]2(C)[C@H]3CC[C@@H]4[C@H]5[C@H]6OC[C@@]5(CCC6(C)C)CC[C@@]4(C)[C@]3(C)CC[C@@H]12 (stereo partly drawn)
    nt	95	77	106	102	100	119	108
- Nc1nc(-c2cc(-c3ccco3)nc(N)n2)cc(-c2ccco2)n1
    111	105	93	105	103	104	101	109
- Cn1c(C#N)ccc1-c1ccc(N2C(=O)NC(C)(C)C2=O)cc1
    107	97	90	112	92	124	96	96
- O=C(c1nc2ccccc2[nH]1)C1C(c2ccc(Cl)cc2Cl)C2CSCN2[C@@]12C(=O)Nc1ccccc12 (stereo partly drawn)
    70	64	37	77	86	41	107	nt
- COc1ccc(C2=NN(c3cc(Cl)cc(Cl)c3)C(c3cccc(Nc4ccnc5cc(C(F)(F)F)ccc45)c3)C2)cc1 (stereo not drawn)
    80	97	nt	98	94	85	108	99
- O=C(Nc1ccc(-n2cc(-c3ccncc3)c(-c3ccc(O)c(Cl)c3)n2)cc1)Nc1ccc(Cl)c(C(F)(F)F)c1
    1.2*	13	-3.8*	15	43	-74*	nt	64
- C[C@]12CC[C@@H]3c4ccc(O)cc4CC[C@H]3[C@@H]1CC(=O)[C@@H]2O
    112	101	nt	100	107	104	125	113
- COc1ccc(N=Nc2c(N)nn3c(-c4ccccc4)ccnc23)cc1
    117	95	90	109	110	104	157	123
- COC(=O)c1nn(-c2ccccc2)c2occc2c1=O
    105	106	nt	99	102	120	nt	139
- CC(C)CC(NC(=O)CCCCCl)C(=O)O (stereo not drawn)
    104	106	101	97	105	98	108	115
- COc1cccc(-c2nc(-c3ccc(NS(=O)(=O)c4ccccc4)cc3)[nH]c2-c2ccnc(Br)c2)c1
    30	12	18	33	48	-24*	46	28
- Cn1c(=O)c2[nH]c(SCC(=O)Nc3ccc(C(=O)/C=C/c4ccccc4)cc3)nc2n(C)c1=O
    88	105	98	92	106	96	105	86
- O=C1c2cc(Cl)ccc2Oc2cc([N+](=O)[O-])ccc2N1c1ccc(Cl)cc1F
    104	88	68	94	98	93	125	88
- CC[C@]12C=CCN3CC[C@@]4(c5ccc(OC)cc5N(C)[C@H]4[C@@](O)(C(=O)OC)[C@@H]1OC(=O)CCC(=O)O[C@H]1CC[C@H]4[C@@H]5CCC6=CC(=O)CC[C@@H]6[C@H]5CC[C@]14C)[C@@H]32
    8.5*[100 µM]	-0.6*[100 µM]	6.4*[100 µM]	26[100 µM]	24[100 µM]	-27*[100 µM]	12[100 µM]	-16*[100 µM]
- CSC(=O)Sc1nc2ccccc2s1
    100	100	94	104	115	109	127	97
- COc1ccc2nccc(/C=C/c3ccccc3N)c2c1
    nt	94	97	97	96	96	121	78
- COc1cccc(/C(O)=C2\C(=O)C(=O)N(CCCn3ccnc3)C2c2cc(OC)c(OC)c(OC)c2)c1 (stereo not drawn)
    108	96	98	101	92	102	105	87
- O=c1nc(Nc2cc([N+](=O)[O-])ccc2O)sc2ccccc12
    91	92	84	92	116	100	116	131
- CC(C)(C)n1nnnc1C(Nc1nccs1)c1cc2cccc3ccc4cccc1c4c32 (stereo not drawn)
    nt	97	51	98	60	92	99	nt
- COc1cc(C(=O)n2cc(-c3ccc(Cl)cc3)c(N)n2)cc(OC)c1OC
    99	89	79	nt	92	83	88	94
- Nc1ccccc1SC(CC(=O)c1ccccc1)c1c(Cl)cccc1Cl (stereo not drawn)
    46	69	77	69	90	87	nt	79
- CSc1nsc(NN)n1
    102	87	87	102	100	95	114	118
- N=S(=O)(NC(=O)c1ccc(Cl)cc1)c1ccc(Cl)cc1 (stereo not drawn)
    113	99	nt	92	104	92	104	75
- COc1cc(Cn2cc(C(=O)Nc3cccnc3Nc3ccc(F)cc3)nn2)cc(OC)c1OC
    110	105	102	98	104	97	102	87
- Cc1ccc(NC(=O)Nc2nccnc2OCc2cccc(Cl)c2)cc1
    106	98	96	99	86	108	106	114
- O=c1ncc2c([nH]1)-c1cn(-c3ccccc3)cc1CC2
    91	107	107	107	103	135	214	124
- CC(=O)Nc1ccc2c(c1)C[N+](C)(C1CCCCC1)CO2 (stereo not drawn)
    119	99	nt	105	94	115	107	102
- CNC(=O)c1cc(Oc2ccc(NC(=O)Nc3ccc(Cl)c(OC)c3)c(F)c2)ccn1
    115	85	101	86	86	106	89	72
- O=C(Nc1nnc(-c2cc(O)c(O)c(O)c2)s1)c1ccccc1
    105	112	92	93	105	77	112	109
- N#Cc1c(NC(=O)c2cccs2)[n+]([O-])c2ccc(F)cc2[n+]1[O-]
    98	89	91	96	108	nt	117	nt
- COc1ccc(-c2cc(C(=O)Nc3nc4cc(C)c(C)cc4s3)nc3cc(-c4ccccc4)nn23)cc1
    123	89	99	98	113	99	115	112
- CCOc1ccc2ccccc2c1C(Cc1ccccc1)NC (stereo not drawn)
    89	92	85	nt	86	95	93	23
- CNC(=O)c1cc(Oc2ccc3nc(NC(=O)NCCCN4CCN(C)CC4)sc3c2)ccn1
    107	112	98	109	113	134	120	87
- O[C@H]1CO[C@H]2[C@@H]1OC[C@@H]2Oc1ccc(Nc2nc(Nc3ccc(F)c(Cl)c3)ncc2F)cc1Cl
    103	105	94	111	105	nt	105	94
- CC/C(=C(/c1ccc(OCCN(C)C)cc1)c1ccc(OC(=O)CCCCC(=O)c2c(C)[nH]c(/C=C3\N=C(c4ccc[nH]4)C=C3OC)c2C)cc1)c1ccccc1
    80	67	48	73	91	37	103	76
- C#CCOC(=O)[C@]1(C)CCC[C@@]2(C)[C@H]1CC=C1C=C(C(C)C)CC[C@@H]12
    112	94	97	91	103	134	98	103
- COc1ccc(C2=Nc3c(N)ncnc3NC(c3ccc4c(c3)OCO4)C2)cc1 (stereo not drawn)
    100	84	90	103	73	66	107	97
- Cn1c(=O)c(F)c(Nc2ccc(I)cc2F)c2c(=O)n(C[C@@H](O)CO)cnc21
    87	51	42	44	6.9*	-3.9*	41	-31*
- CCOC(=O)c1ccc(C)cc1
    114	111	96	110	106	121	105	98
- COc1c(N2CCNC(C)C2)c(F)cc2c(=O)c(C(=O)Oc3ccc(-c4cssc4=S)cc3)cn(C3CC3)c12 (stereo not drawn)
    120	102	95	91	112	107	128	119
- O=c1[nH]n(C(=S)N/N=C/c2ccccc2Br)c(=O)c2ccccc12
    117	102	90	102	101	111	100	103
- Cc1c(N)cccc1Cl
    94	100	nt	100	100	nt	111	149
- COC(=O)c1sc(C(=O)c2ccccc2)c(C#N)c1N
    104	nt	nt	108	106	108	98	120
- c1ccc2[nH]c(-c3cc(-c4ccc5c(c4)OCO5)n[nH]3)nc2c1
    41	46	55	nt	86	60	86	72
- Oc1ccc(-c2cnc3nonc3n2)cc1
    101	90	91	91	118	101	110	96
- CCOC(=O)CC1Oc2ccc3c(c2NC1=O)c(C(=O)OCC)c(C)n3C (stereo not drawn)
    113	97	88	91	86	94	99	94
- N#Cc1ccc(-n2nnc3ccccc32)cc1C#N
    101	103	85	99	110	100	134	73

(continued)
Values run as follows: OVCAR-3	ACHN	CAKI-1	OVCAR-8	OVCAR-5	RXF 393	TK-10	A498
- COc1ccc(C2CCN(CC(=O)Nn3c(COc4ccccc4)nc4ccccc4c3=O)CC2)cc1
    105	97	100	99	103	122	101	85
- O=C(c1ccccc1)c1c(/C=C/c2ccc(Br)cc2)nc2ccccc2c1/C=C/c1ccccc1
    101	98	86	93	100	100	101	97
- N=C(N)c1ccc(-c2cc(Cl)cc(Cl)c2)cn1
    97	91	68	99	89	42	115	73
- CC(=O)c1ccncc1
    121	113	87	116	111	nt	120	84
- CNC(=O)c1ccccc1C1(O)c2ccccc2CCc2ccccc21
    106	93	84	97	98	109	92	105
- COc1cc(C(=O)/C=C/c2c(-c3cccs3)nc3sccn23)cc(OC)c1OC
    -19*	12	-29*	0.9*	0.4*	-21*	3.5*	-26*
- CCC(=O)c1ccco1
    105	102	95	101	91	105	96	83
- COc1ccc(NCc2cn(-c3ccc(C(=O)O)cc3)nc2-c2ccccc2)cc1
    106	91	96	109	92	100	95	94
- Cc1ccc(-c2nc3nc(-c4ccccc4)nc(N(C)CC(O)C(O)C(O)C(O)CO)c3o2)cc1 (stereo not drawn)
    101	93	90	104	98	109	114	94
- CCNc1nc2ccccc2c2c(=O)c3ccccc3sc12
    103	79	nt	86	96	87	nt	53
- COc1ccc(-c2cc(-c3ccc(Cl)cc3)c(C#N)c(=O)n2CCCCC(=O)O)cc1
    114	103	85	105	103	95	105	97
- COc1ccc(OC)c(Nc2nc(-c3c(C)nc4sccn34)cs2)c1
    95	79	74	75	98	84	98	31
- Cc1ccc(S(=O)(=O)c2ccc(C)c([N+](=O)[O-])c2)cc1[N+](=O)[O-]
    102	108	87	99	103	105	113	98
- CCCSc1nc2c(c(=O)n(C)c(=O)n2C)n1C
    124	105	nt	104	96	nt	175	98
- O=S(=O)(NCCNc1nccc(-c2c(-c3ccc(F)c(O)c3)nc3occn23)n1)c1ccccc1
    77	34	44	54	101	nt	121	103
- CCOC(=O)c1ccccc1NC(=O)CCl
    113	109	97	107	117	101	96	106
- CN1CCN(C(=O)c2ccc(NC(=O)Nc3ccc(-c4nc(N5CCOCC5)c5cccn5n4)cc3)cc2)CC1
    -5.2*	-6.0*	15	-3.6*	0.3*	-40*	-23*	-51*
- Oc1ccc(C(c2ccccc2)c2ccc(O)cc2O)c(O)c1
    87	95	nt	81	122	71	125	102
- O=C1c2ncccc2/C(=C/c2ccccc2)N1Cc1ccccc1
    98	99	93	103	101	123	104	99
- CCC(=O)c1ccc(O)cc1O
    104	98	100	97	73	101	94	81
- Cc1cc2nnc(Nc3ccccc3)n2c(SCc2ccccc2)n1
    107	91	85	91	112	107	111	103
- Cc1ccc([N+](=O)[O-])cc1NC(=O)Nc1onc(C)c1C
    111	99	103	107	95	122	167	120
- Cc1c(C(=O)c2ccccc2)oc2c(Br)cc(Br)cc12
    nt	104	89	102	96	112	98	78
- CN1CCN(c2ccc(NC(=O)c3cncnc3Nc3ccc4c(ccn4Cc4ccccn4)c3)cc2)CC1
    101	95	93	91	88	65	117	86
- CCCCc1ccc(O)c(CN(CC)CC)c1
    113	105	96	105	117	119	91	97
- Fc1ccc(Nc2nc(NCCNc3ccnc4cc(Cl)ccc34)nc(N3CCOCC3)n2)cc1
    85	55	77	75	105	21	86	8.7*
- S=c1[nH]c2ccccc2n2cccc12
    142	101	71	100	99	110	153	151
- N#Cc1ncc(-c2ccc(C(F)(F)F)cc2)c(N2CCC3(CC2)OCCO3)n1
    101	94	88	97	106	96	76	91
- COc1ccc(C2CC(c3ccccc3)=NN2C(=O)c2ccc(S(C)(=O)=O)cc2)cc1 (stereo not drawn)
    108	103	90	107	107	101	107	101
- CC(=O)c1cc2c(Cl)cc(Cl)cc2oc1=O
    104	100	97	99	107	105	132	110
- O=C(CCc1n[nH]c(=S)o1)c1nc2ccccc2[nH]1
    116	112	101	111	119	129	96	101
